CHOP UPR activ – activators of apoptotic CHOP UPR arm, primary screen, cell-based, CHO-CHOP luciferase reporter, luminescence, uHTS. UPR activation; percent of tunicamycin response over DMSO baseline. activation, % at 10 µM. hit rate 0.34% among 330,000. AID 449763, 2010;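 active = at 10 µM dose, activation of 40% or more, normalized to positive control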;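 also: 100% = tunicamycin at 10 µg/mL and 0% = DMSO alone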
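assay system = CHO CHOP reporter cells | amount = 500 CHO-CHOP cells per well | buffer or medium = F12 with 10% FBS | incubation = 16-18 h cell attachment, then 6 h compound exposure, 37 °C | detection = luminescence read with Steady-Glo | read-out = percent activation relative to tunicamycin control | controls = tunicamycin high control, DMSO low control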
tim23-1 inh – growth inhibitors of tim23-1 mutant yeast, primary screen, luminescence, uHTS; S. cerevisiae tim23-1 growth, BacTiter-Glo luminescence, 24 h; inhibition, % at 20 µM; hit rate 1.3% among 330,000; AID 463212, 2010;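 active = growth inhibition of the mutant yeast at or above 50%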;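 also: temperature-sensitive mutant grown at 25 °C; plate controls were DMSO-treated mutant yeast for no effect and medium wells lacking yeast for full effect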
tim10-1 inh – growth inhibitors of tim10-1 mutant yeast, primary screen, luminescence, uHTS; S. cerevisiae tim10-1 ts strain growth, BacTiter-Glo, 24 h; inhibition, % at 20 µM; hit rate 2.2% among 330,000;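 active = inhibition of at least 40%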;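 also: mutant grown at 25 °C; 0% = DMSO wells with yeast and 100% = wells holding no yeast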
APJ antag – antagonists of human apelin receptor APJ, primary screen, CHO-K1 cells, beta-arrestin complementation, luminescence; P35414; inhibition, % at 20 µM; hit rate 0.32% among 330,000;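 active = inhibition above about 40% at 20 µM, limit read from the data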;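 also: cells challenged with 10 nM apelin-13 agonist together with compound; plate controls were apelin-13 plus DMSO wells for no effect and DMSO wells lacking apelin-13 for full effect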
Mdm2-MdmX inh – inhibitors of human Mdm2-MdmX association, primary screen, cell-based, luminescence, split luciferase, SaOS-2, uHTS. hit rate 3% among 330,000. inhibition, % at 8 µM. SaOS-2 split-luciferase Mdm2/MdmX complementation. Protein Mdm4 (Homo sapiens) + E3 ubiquitin-protein ligase Mdm2 (Homo sapiens), …. AID 485346, 2010;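 active = inhibition of at least 50% at 8 µM in the primary screen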
Target sequence (O15151 whole entry, looked up): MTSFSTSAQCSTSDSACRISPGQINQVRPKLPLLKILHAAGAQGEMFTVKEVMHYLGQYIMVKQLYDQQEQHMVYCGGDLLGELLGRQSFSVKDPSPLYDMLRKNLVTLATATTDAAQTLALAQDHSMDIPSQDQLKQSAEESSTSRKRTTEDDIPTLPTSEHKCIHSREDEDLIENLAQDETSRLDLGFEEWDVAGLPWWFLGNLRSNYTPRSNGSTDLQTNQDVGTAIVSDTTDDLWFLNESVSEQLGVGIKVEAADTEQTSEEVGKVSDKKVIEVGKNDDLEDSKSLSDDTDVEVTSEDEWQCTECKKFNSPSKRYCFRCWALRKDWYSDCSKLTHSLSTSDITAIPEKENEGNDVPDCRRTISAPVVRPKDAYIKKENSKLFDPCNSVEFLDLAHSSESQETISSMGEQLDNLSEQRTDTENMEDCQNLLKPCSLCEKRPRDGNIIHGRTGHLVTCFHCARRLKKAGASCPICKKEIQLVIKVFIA
Target sequence (Q00987 whole entry, looked up): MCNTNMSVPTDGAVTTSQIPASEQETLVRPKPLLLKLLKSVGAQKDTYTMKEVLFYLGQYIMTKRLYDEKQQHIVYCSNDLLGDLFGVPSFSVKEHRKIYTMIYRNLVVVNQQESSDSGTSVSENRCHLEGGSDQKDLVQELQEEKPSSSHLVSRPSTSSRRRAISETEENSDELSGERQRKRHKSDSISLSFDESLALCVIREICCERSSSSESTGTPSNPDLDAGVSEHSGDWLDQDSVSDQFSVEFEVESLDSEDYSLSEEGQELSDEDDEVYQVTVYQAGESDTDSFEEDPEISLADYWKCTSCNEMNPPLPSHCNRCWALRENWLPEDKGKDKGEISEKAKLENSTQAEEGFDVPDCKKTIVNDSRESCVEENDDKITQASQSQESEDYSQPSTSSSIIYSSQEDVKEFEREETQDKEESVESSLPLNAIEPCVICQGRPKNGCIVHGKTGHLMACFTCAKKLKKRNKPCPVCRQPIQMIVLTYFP
XBP1 UPR activ – activators of adaptive XBP1 UPR arm, primary screen, cell-based, CHO-XBP1 luciferase reporter, luminescence, uHTS | IRE1-XBP1 UPR activation; percent of tunicamycin response, DMSO as zero | AID 463104, 2010 | activation, % at 20 µM | hit rate 0.33% among 330,000;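 active = versus positive control, 20 µM dose yields 30% or more activation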;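 also: 100% = tunicamycin at 10 µg/mL and 0% = DMSO only wells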
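Material: CHO-XBP1 cells stably carrying IRE1-XBP1-driven luciferase reporter / Amount: 1000 cells per well / Compound: 20 µM, 1% DMSO / Times: 6 h treatment, 37 °C / Detection: luciferase luminescence / Measure: % activation of reporter signal versus tunicamycin and DMSO controls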
APJ agonist – agonists of human apelin receptor APJ, primary screen, CHO-K1 cells, PathHunter beta-arrestin, luminescence | 0% DMSO wells, 100% apelin | activation, % at 20 µM | hit rate 0.11% among 330,000;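 active = activation more than six SD over the plate average, tested at 20 µM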;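 also: 0% = DMSO alone and 100% = apelin-13 at 10 nM; some results filed as inactive read as strong as hits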
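Incubation: overnight seeding, 90 min compound at 25 °C, 1 h detection; test system: PathHunter CHO-K1 APJ (AGTRL-1) beta-arrestin reporter cells; amount: 1000 cells/well; doses: one dose, 20 µM compound, 1% DMSO; measured by: beta-gal luminescence; measure: agonist-driven arrestin binding to APJ; benchmarks: negative DMSO alone, positive Apelin-13 at 10 nM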
CXCR6 block – CXCR6 receptor inhibitors, primary screen, cell-based, beta-arrestin, luminescence, CHO-K1 PathHunter, 1536-well. inhibition, % at 20 µM. hit rate 0.36% among 360,000. AID 602244, 2012; in the data active = inhibition above about 34%, passing the limit was not always enough;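 also: antagonist mode with CXCL16 agonist at 10 nM final; 0% = 10 nM CXCL16 with DMSO and 100% = unstimulated wells without agonist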
TIM10 inh – growth inhibitors of isogenic TIM10 control yeast, primary screen, counter-screen for tim10-1 yeast inhibitor project, luminescence, uHTS; S. cerevisiae TIM10 strain growth, BacTiter-Glo luminescence, 24 h; inhibition, % at 10 µM; hit rate 1.4% among 330,000; AID 463195, 2010;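 active = inhibition of 40% or more at the single tested concentration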;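 also: wild-type TIM10 isogenic control strain grown at permissive 25 °C; 0% = DMSO yeast wells and 100% = minimal medium wells without yeast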
An asterisk follows results filed as active; . = no result given. The list is partial; the hit share may differ from the screen's.

The opening four records as a preview:
SMILES	CHOP UPR activ	tim23-1 inh	tim10-1 inh	APJ antag	Mdm2-MdmX inh	XBP1 UPR activ	APJ agonist	CXCR6 block	TIM10 inh
COC(=O)C1=C(C)Nc2c(c(=O)n(C)c(=O)n2C)C1c1cccs1 (stereo unspecified)	-2.6	9	7	15	12	3	-1	13	-1
CC1SCC(NC(=O)c2cccc(Cl)c2)CS1 (stereo unspecified)	-0.7	21	21	21	24	-1	-6	12	5
O=C(CSc1nnc(-c2ccccc2O)o1)N1CCOCC1	5.6	-11	-8	2	6	0	-1	2	-9
O=C(NN1C(=O)C2C(C1=O)C1C=CC2C12CC2)c1ccccc1 (stereo unspecified)	0.3	8	3	0	3	3	1	5	8

The list itself, from the start:
SMILES	CHOP UPR activ	tim23-1 inh	tim10-1 inh	APJ antag	Mdm2-MdmX inh	XBP1 UPR activ	APJ agonist	CXCR6 block	TIM10 inh
COC(=O)C1=C(C)Nc2c(c(=O)n(C)c(=O)n2C)C1c1cccs1 (stereo unspecified)	-2.6	9	7	15	12	3	-1	13	-1
CC1SCC(NC(=O)c2cccc(Cl)c2)CS1 (stereo unspecified)	-0.7	21	21	21	24	-1	-6	12	5
O=C(CSc1nnc(-c2ccccc2O)o1)N1CCOCC1	5.6	-11	-8	2	6	0	-1	2	-9
O=C(NN1C(=O)C2C(C1=O)C1C=CC2C12CC2)c1ccccc1 (stereo unspecified)	0.3	8	3	0	3	3	1	5	8
Cc1ccc(SCCC(=O)OCn2nnc3ccccc3c2=O)cc1	-1.2	16	15	13	27	-3	-3	-1	16
CCOC(=O)c1c(C)n(C)c2ccc(O)c(CN3CCN(C)CC3)c12	1.5	-18	-16	13	16	0	-6	-5	-12
CCC(C)(C)C1CCc2nc3ccccc3c(C(=O)OC(C)C(=O)Nc3c(C)n(C)n(-c4ccccc4)c3=O)c2C1 (stereo unspecified)	0.3	5	12	-47	39	7	2	6	-1
COc1ccccc1C(C#N)N1N=C(C)CC1(C)C (stereo unspecified)	-1.0	-8	9	4	19	-1	-2	10	12
COc1ccc(/C=C/C(=O)O/N=C(\N)c2cccnc2)cc1OC	-0.3	13	6	-36	27	1	6	-8	-8
CN(C)/C=C/c1c(C#N)c(=O)ncn1Cc1ccccc1	0.5	3	2	-3	14	3	0	-8	-3

Copied from the list:
Result of `COC(=O)C1=C(C)Nc2c(c(=O)n(C)c(=O)n2C)C1c1cccs1` (stereo unspecified) under XBP1 UPR activ: 3
Result of `COc1ccccc1C(C#N)N1N=C(C)CC1(C)C` (stereo unspecified) under tim23-1 inh: -8
Result of `CCOC(=O)c1c(C)n(C)c2ccc(O)c(CN3CCN(C)CC3)c12` under tim23-1 inh: -18
Result of `Cc1ccc(SCCC(=O)OCn2nnc3ccccc3c2=O)cc1` under CHOP UPR activ: -1.2
Result of `O=C(CSc1nnc(-c2ccccc2O)o1)N1CCOCC1` under TIM10 inh: -9
Result of `O=C(NN1C(=O)C2C(C1=O)C1C=CC2C12CC2)c1ccccc1` (stereo unspecified) under Mdm2-MdmX inh: 3

Other structures
SMILES	CHOP UPR activ	tim23-1 inh	tim10-1 inh	APJ antag	Mdm2-MdmX inh	XBP1 UPR activ	APJ agonist	CXCR6 block	TIM10 inh
C[C@H]1CN=C(N(C)C)N1CCc1ccc(F)cc1	-1.3	8	-9	14	-2	-5	3	3	-2
COc1ccc(S(=O)(=O)N2CCN(C(c3ccccc3)c3ccccc3)CC2)cc1NC(C)=O	1.1	-10	-2	-45	44	0	6	-8	-18
O=C(COC(=O)c1ccccc1OCc1ccccc1Cl)NC1CCS(=O)(=O)C1 (stereo unspecified)	2.2	-7	-9	-10	-15	2	-2	-4	2
COc1ccc(NC(C)C(=O)N/N=C/c2cc(Br)ccc2OC)cc1 (stereo unspecified)	-0.4	-3	10	-3	-18	-5	-4	-6	20
CCCc1noc2c1/C(=N\O)CCC2	-1.0	4	0	-5	17	-1	0	-2	-1
COc1cccc(CNS(=O)(=O)c2ccc3c(c2)N(C(C)=O)CCS3)c1	-0.5	21	16	-16	6	-3	5	-7	0
CCCCCNC(=O)C(C#N)c1nc2ccccc2nc1N1CCCC1 (stereo unspecified)	-4.3	-13	-9	-25	27	-6	-3	4	-10
O=C(COc1ccccc1Cl)Nc1nc(-c2ccncc2)cs1	-0.7	27	7	7	30	-2	0	-15	5
Cn1c(=O)c2c(nc(CN3CCN(C(=O)c4ccco4)CC3)n2Cc2ccccc2F)n(C)c1=O	0.2	15	7	8	-8	-3	5	9	1
S=C(NCCSCc1ccc(Cl)c(Cl)c1)Nc1ccccc1	0.1	36	54*	-5	5	-1	-1	-11	45*
O=C(NC1CCCCCC1)C1CCN(S(=O)(=O)c2c(Cl)cccc2Cl)CC1	-0.7	4	0	1	13	-1	-3	3	-2
O=c1cc(COc2ncnc3c(Cl)cc(Cl)cc23)nc2sccn12	-1.4	7	-7	-11	8	-2	-4	-4	-7
Cc1cccc(OC(C)C(=O)Nc2nc(-c3ccncc3)cs2)c1 (stereo unspecified)	1.5	2	7	3	11	-3	5	0	0
Cc1ccc(NC(=O)c2ccc(OC(=O)COc3ccc(Cl)cc3C)cc2)cc1	2.4	3	7	-14	-66	-1	-2	3	8
Cc1ccccc1CNC(=O)CN(c1cccc([N+](=O)[O-])c1)S(C)(=O)=O	0.5	0	3	10	7	-5	-2	1	-4
CC(=O)N1CC(C)Sc2ccc(S(=O)(=O)NCCc3ccc(C)cc3)cc21 (stereo unspecified)	0.2	30	18	1	19	-3	-4	-7	-2
OC(CNC1CCCC1)COc1ccc(-c2ccccc2)cc1 (stereo unspecified)	1.1	3	20	-21	4	-2	-1	0	12
CCCOc1ccc(Br)cc1/C=N/O	-0.7	35	-12	-19	15	0	-2	4	-24
O=C(Nc1ccc(S(=O)(=O)N2CCCC2)cc1)c1cc(=O)c2ccccc2o1	-1.5	2	-2	-8	7	0	-3	4	0
Oc1ccc(N=Nc2ccccc2)o1	21	68*	67*	15	22	-11	-2	11	18
COc1ccc(NC(=O)c2ccc([N+](=O)[O-])cc2[N+](=O)[O-])c(OC)c1	3.9	15	-12	-45	-20	3	4	-23	9
COc1ccc(N2CCN(C(CNC(=O)c3ccc4c(c3)OCO4)c3cccnc3)CC2)cc1 (stereo unspecified)	1.0	7	7	7	5	-1	-4	6	4
Cc1c(NS(=O)(=O)c2ccccc2F)c(=O)n(-c2ccccc2)n1C	0.7	1	5	-22	23	-5	-3	0	17
CCCCCCNS(=O)(=O)c1nc2nc(C)cc(C)n2n1	0.6	13	-9	16	1	1	-4	-6	-2
COc1cc2c(cc1OC)CN(C(=O)c1ccc(OC)c([N+](=O)[O-])c1)CC2	-0.7	-6	-24	11	-16	-1	-4	5	-6
Cn1c(N)c(C(=O)COC(=O)COc2ccc(Cl)cc2Cl)c(=O)n(C)c1=O	-0.2	8	7	6	6	-2	-1	6	-1
Cc1ccc(S(=O)(=O)N(C)C)cc1NC(=O)CSc1nnnn1-c1ccc(O)cc1	-1.2	6	7	-20	5	-1	-1	-6	-10
CCN(CC)S(=O)(=O)c1ccc(/C=C/C(=O)Nc2ccccc2N2CCOCC2)cc1	-3.0	29	20	-17	-17	1	-2	13	25
CCN(C[C@H]1N[C@@](Cc2ccccc2)(C(=O)OC)[C@H]2C(=O)N(C)C(=O)[C@@H]12)C(=O)c1ccc(C(C)(C)C)cc1	0.1	8	2	7	10	-2	-5	6	5
CCNc1nc2c(c(=O)n(Cc3ccccc3)c(=O)n2C)n1Cc1ccccc1	1.3	14	-7	-1	6	-5	-3	3	-1
COc1ccc(CC(=O)OCC(=O)Nc2ccc(F)cc2)cc1	0.0	10	2	13	-1	-1	-3	-5	9
Cc1cccc(N2N=C(C(=O)N3CC(=O)Nc4ccccc43)CCC2=O)c1	-0.6	15	7	13	-3	-3	-3	1	10
O=C(c1ccco1)N(CCC(c1ccccc1)c1ccco1)Cc1ccc(F)cc1 (stereo unspecified)	-1.3	7	16	14	18	2	-5	9	4
COc1ccccc1Cn1c(CCCO)nc2ccccc21	-2.3	3	6	19	7	-1	1	-4	9
O=C(NCc1ccc(F)cc1)c1cc2sccc2n1Cc1ccc(F)cc1	-0.2	17	35	6	25	-3	11	.	22
CC(C)CN(CCNC(=O)CN1C(=O)COc2ccc(S(=O)(=O)N3CCOCC3)cc21)CC(C)C	1.1	-10	-1	-14	18	-5	4	1	-1
Cc1cccc2sc(NC(=O)C3CCCO3)nc12 (stereo unspecified)	3.8	11	4	16	-22	6	-1	-8	-3
COc1ccccc1C(=O)NC1CCCc2ccccc21 (stereo unspecified)	-0.2	5	-1	2	8	1	-3	0	16
CCOC(=O)c1ccc(NC(=O)NCc2cccnc2)cc1	1.6	0	-22	10	-20	-1	4	8	5
COc1cccc(C2/C(=C(\O)c3ccc4c(c3)OCO4)C(=O)C(=O)N2CCN(C)C)c1OC (stereo unspecified)	0.3	-3	-6	-3	-2	-1	-3	2	20
CCc1ccc(-c2nc(CSCC(=O)NCCCN3CCCC3=O)c(C)o2)cc1	-2.7	13	18	18	1	-2	0	-5	8
C=CCn1c(C)c(C(C)=O)c(N2CCCC2)nc1=S	1.8	13	5	7	7	-1	-1	-1	2
FC(F)(F)C1=CC(c2ccccc2)=NCCN1	-0.7	15	10	-21	8	-1	0	8	7
O=C(NC1CCCC1)C(c1ccccc1)N(Cc1ccc(F)cc1)C(=O)c1csnn1 (stereo unspecified)	1.0	19	18	14	-35	3	1	4	21
CCN(CC)C1CCN(C(=O)CCn2nnnc2CN2CCOCC2)C1 (stereo unspecified)	1.9	12	6	17	13	-1	-7	-1	5
O=S(=O)(NCc1ccco1)c1ccc(S(=O)(=O)N2CCCCC2)cc1	-0.7	16	17	-5	-4	-1	-2	2	4
O=C(NC(Cc1ccccc1)C(=O)O)/C(=C\c1ccc(Cl)cc1)NC(=O)c1ccccc1 (stereo unspecified)	1.6	14	16	6	7	-2	0	6	1
COc1ccc(C(C)=O)cc1CSc1ccccn1	1.6	6	2	-3	9	0	-3	6	-7
CC(C)(C)C(=O)NC1CCN(CC(=O)Nc2ccc3c(c2)OCO3)CC1	0.4	8	16	0	-33	2	-1	-4	8
CCNC(=O)N1CCCC(C(=O)c2ccc(-c3ccccc3)cc2)C1 (stereo unspecified)	5.4	35	19	-5	-17	2	-3	-7	17
CCO[C@@H]1OC(C(=O)O)=C[C@H](c2ccc3c(c2)OCO3)[C@H]1CCCO	-2.7	-8	-5	2	15	1	-4	1	9
Cn1nc(C(F)(F)F)cc1C(=O)Nc1ccc(Cl)cc1	-1.4	30	17	19	31	1	-1	1	20
Cc1cccc(OCC(=O)O/N=C(\N)Cc2cccs2)c1	1.3	15	0	-15	4	-2	-2	3	-7
